# AGP1-GFP MLPCN – yeast TOR pathway AGP1-GFP modulation; S. cerevisiae AGP1-GFP multiplex flow cytometry, 3 h; GFP as percent of DMSO wells; GFP response vs DMSO, % at 10 µM; 320,000 compounds, 0.02% hits;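 active = GFP response relative to DMSO above a set limit, near screen average plus 3 SD, cut at about 150% in these data; inconclusive = fewer than 70 cells counted for the yeast strain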;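 also: median GFP channel fluorescence of the gated AGP1 strain per well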
# CR mimetic SO – caloric restriction mimetics inhibiting age-related superoxide in yeast; superoxide response (% of plate mean), % at 10 µM; S. cerevisiae aged cells, superoxide DHE fluorescence; active compounds read low; 330,000 compounds, 0.18% hits;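 active = superoxide response under a set limit, about three screen SD below normal, cut at about 65% in these data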;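 also: yeast aged for seven days with compound at 30 °C before DHE staining; 100% = average MFI of all compound-treated wells on the plate with controls excluded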
# GRK2 aptamer HTS – inhibitors of human GRK2 displacing RNA aptamer; P25098; bead flow cytometry, FAM-aptamer displacement from GRK2; inhibition of aptamer binding, % at 10 µM; 330,000 compounds, 0.59% hits; AID 488847;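 active = inhibition of aptamer binding above 40%, roughly 3 SD of noise, on plates passing a quality check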;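 also: median bead fluorescence of bound FAM aptamer so fluorescent compounds give negative values; no value below 0 was filed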
# VLA-4 inh – inhibition in a human VLA-4 binding assay. P13612. VLA-4 expressing cells, ligand binding flow cytometry. inhibition, % (about 7 µM as worked out from the volumes in the protocol). 330,000 compounds, 0.2% hits. AID 2557; in the data active = inhibition above about 50%
# Bcl-xL primary – inhibitors of human Bcl-xL; Q07817; GST-Bcl-xL / FITC-Bim BH3 peptide fluorescence polarization; inhibition, % at 10.9 µM; 320,000 compounds, 0.7% hits;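 active = inhibition above the mean of all tested compounds plus 3 SD, cutoff set per campaign, cut at about 30% in these data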;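 also: 0% = DMSO wells and 100% = unlabeled Bim-BH3 peptide competitor; inhibitors lower millipolarization by displacing the labeled peptide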
# Target sequence (Q07817 whole entry, looked up): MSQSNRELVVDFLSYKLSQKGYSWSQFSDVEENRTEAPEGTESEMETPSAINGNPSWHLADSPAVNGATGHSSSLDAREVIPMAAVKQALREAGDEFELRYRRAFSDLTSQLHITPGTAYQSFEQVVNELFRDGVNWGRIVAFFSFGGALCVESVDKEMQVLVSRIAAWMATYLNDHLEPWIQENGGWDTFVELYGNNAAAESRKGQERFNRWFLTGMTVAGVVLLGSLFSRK
# MCL1-BIM inh – disrupts human MCL1 binding to BIM-BH3 peptide; inhibition, % at 10.9 µM; Q07820; GST-MCL1 / FITC-Bim-BH3 fluorescence polarization; AID 2057; 320,000 compounds, 0.68% hits;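 active = inhibition above the mean inhibition of all tested compounds plus 3 SD, set per campaign, cut at about 40% in these data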;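 also: 0% = DMSO wells and 100% = unlabeled Bim-BH3 peptide control; higher means more loss of mP so more displacement of Bim peptide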
# Target sequence (Q07820 whole entry, looked up): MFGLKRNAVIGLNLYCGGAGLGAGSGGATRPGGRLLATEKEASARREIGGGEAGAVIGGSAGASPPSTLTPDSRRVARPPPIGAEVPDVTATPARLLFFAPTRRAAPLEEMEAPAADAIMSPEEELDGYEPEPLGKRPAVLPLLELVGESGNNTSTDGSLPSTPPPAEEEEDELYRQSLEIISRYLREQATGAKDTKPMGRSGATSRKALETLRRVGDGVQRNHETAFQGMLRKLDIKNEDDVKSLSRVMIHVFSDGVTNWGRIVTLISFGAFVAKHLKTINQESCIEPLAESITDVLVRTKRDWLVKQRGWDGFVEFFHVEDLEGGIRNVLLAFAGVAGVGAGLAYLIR
# GLD-1 TGE inh – GLD-1-TGE RNA interaction inhibition (C. elegans) | Q17339 | purified GLD-1 + fluorescein TGE RNA, fluorescence polarization | inhibition, % at 5.96 µM | 320,000 compounds, 0.44% hits;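 active = percent inhibition above a per-plate cutoff, the plate mean of test compounds plus 3 SD, cut at about 30% in these data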;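 also: 0% = DMSO wells with GLD-1 and probe and 100% = wells lacking GLD-1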
# Target sequence (Q17339 whole entry, looked up): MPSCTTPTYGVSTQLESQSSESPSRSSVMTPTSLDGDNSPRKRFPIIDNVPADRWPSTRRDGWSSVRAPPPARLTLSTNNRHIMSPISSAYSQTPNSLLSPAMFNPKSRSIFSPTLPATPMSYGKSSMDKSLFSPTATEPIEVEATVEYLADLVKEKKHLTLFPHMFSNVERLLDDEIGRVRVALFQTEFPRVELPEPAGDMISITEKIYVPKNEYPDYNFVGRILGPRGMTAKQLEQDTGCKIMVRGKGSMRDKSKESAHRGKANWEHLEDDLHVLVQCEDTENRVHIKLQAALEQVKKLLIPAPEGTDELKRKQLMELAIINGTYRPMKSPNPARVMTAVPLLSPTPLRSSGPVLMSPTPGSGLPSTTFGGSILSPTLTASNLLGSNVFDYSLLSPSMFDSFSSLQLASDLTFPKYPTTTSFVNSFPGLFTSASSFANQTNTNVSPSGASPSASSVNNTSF
# MEX-5 binding – C. elegans MEX-5 TCR-2 RNA binding activity. AID 1832. MEX-5/FITC-TCR2 RNA binding, fluorescence polarization; active compounds read low. activity score (negative = inhibition of binding), % at 10 µM. Q9XUB2. 300,000 compounds, 0.38% hits;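 active = inhibition past about -25% in most replicates, and total fluorescence under double the plate's negative control median, limit read from the data; inconclusive = replicates evenly split on the limit, or fluorescence at least double controls; inactive = too little inhibition in most replicates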;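 also: 0% = DMSO and -100% = 5 µM competing unlabeled TCR2 RNA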
# CIT2 TOR yeast – modulators of TOR pathway CIT2-GFP in S. cerevisiae | S. cerevisiae CIT2-GFP strain, flow cytometry, 3 h; 100 means same as DMSO wells | GFP response vs DMSO, % at 10 µM | 320,000 compounds, 0.065% hits | AID 2029;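 active = GFP response relative to DMSO above a set limit, near the screen mean plus 3 SD, cut at about 150% in these data; inconclusive = Fewer than 70 cells measured for a yeast strain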;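 also: ratio of well median GFP fluorescence to mean of DMSO wells on the plate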
# * = called active by the depositor; ? = inconclusive; . = not tested or not shown.
# Second line of a record: AGP1-GFP MLPCN	CR mimetic SO	GRK2 aptamer HTS	VLA-4 inh	Bcl-xL primary	MCL1-BIM inh	GLD-1 TGE inh	MEX-5 binding	CIT2 TOR yeast
(1) CCCn1nnc2c(=O)oc3ccccc3c21
    93	93	0	-9	-1	0	0	0.0	104
(2) CCc1nnc(NC(=O)C2CCN(c3cnccn3)CC2)s1
    97	84	0	7	3	1	9	2.5	102
(3) Cc1ccc2c(c1)-c1c(ssc1=S)C(C)(C)N2C(=O)CN1C(=O)c2ccccc2C1=O
    92	108	4	12	7	7	3	-0.7	86
(4) CCC(C)NC(=O)C1c2ccccc2C(=O)N(c2ccc(OC)cc2)C1c1ccc(OC)cc1 (centres undefined)
    101	86	0	3	-1	4	1	2.6	103
(5) CC1Cc2ccccc2N1C(=O)COC(=O)/C=C/c1ccc(F)cc1 (centres undefined)
    98	92	10	3	1	7	3	.	89
(6) COc1ccc(N2C(=O)C3CCCN3C2c2cccc(F)c2)cc1Cl (centres undefined)
    104	90	0	-7	-3	-7	-2	1.5	96
(7) CCN(Cc1ccc2c(c1)OCCO2)C(=O)CSc1nc(C)nc2sc(C)c(C)c12
    94	102	4	-18	0	-2	-7	.	93
(8) COc1cccc(N2CCN(CC(=O)Nc3ccccc3C(=O)NCCc3ccccc3)CC2)c1
    90	88	0	-5	-10	-9	-1	.	83
(9) CCOC(=O)c1cnn(-c2ncnc3sc(CC)cc23)c1N
    83	92	3	14	-2	-3	-5	-0.1	93
(10) O=C(NCCc1ccccc1)c1ccc(CS(=O)(=O)c2ccc(Br)cc2)o1
    ?	89	0	5	2	2	-6	0.2	?
(11) CC(=O)Nc1ccc(S(=O)(=O)Nc2nc3ccccc3nc2N2CCCCCC2)cc1
    96	93	3	21	2	1	1	0.9	99
(12) CC(=O)/C(=C/N(C)C)Sc1ccc(C)cc1
    90	95	1	9	5	8	0	2.4	99
(13) CSc1nc(C2CC2)cc(-c2cccs2)c1C#N
    95	96	0	3	3	5	-1	-0.8	107
(14) CCOC(=O)COc1ccc(/C=C2\NC(=S)N(CC)C2=O)cc1
    103	83	0	11	-5	3	1	-3.6	101
(15) CCOc1ccc(/C=N/n2cnnc2)cc1
    95	105	2	8	4	1	2	-2.5	100
(16) O=C(CSc1nnc(NC(=O)CN2CCOCC2)s1)Nc1ccccc1
    109	84	1	-3	-2	4	-9	0.5	105
(17) Cc1cc(C)c(NC(=O)Cn2nnc(C(=O)NCc3ccco3)c2N)c(C)c1
    104	90	1	-6	-1	-7	5	-0.4	106
(18) OC(C#CCN1CCCCC1)(c1ccccc1)c1ccccc1
    97	101	0	4	10	5	-1	-1.4	102
(19) S=c1[nH]nc(COc2ccccc2)n1/N=C/c1ccccc1Cl
    106	94	3	6	-14	-22	7	0.4	111
(20) O=C(N/N=C/C=C/c1ccccc1)c1cc(C2CC2)[nH]n1
    97	94	0	-3	4	-1	3	2.1	91
(21) Clc1ncc(CN2CCN(Cc3ccccc3)CC2)s1
    96	91	3	-3	0	4	5	2.2	100
(22) CN(c1ccc(OCC(=O)OCC(=O)Nc2ccc(Br)cc2)cc1)S(=O)(=O)c1cccs1
    102	92	0	-10	4	-3	4	1.6	100
(23) O=C(c1ccc(Cl)cc1)c1cnc(-c2ccc(Cl)cc2)s1
    87	80	0	0	5	9	4	4.7	81
(24) Cc1cccc(C)c1NC(=O)C1CC(=O)N(C(C)C)C1 (centres undefined)
    97	98	2	-1	8	7	12	1.6	95
(25) CCCNC(=O)Cc1cc(=O)[nH]c(=O)[nH]1
    101	105	4	18	0	5	-4	1.5	100
(26) CN1C(=O)N(CC(=O)N2CCN(S(=O)(=O)c3ccc(Cl)s3)CC2)C(=O)C12CCCCC2
    102	108	0	6	-8	-17	1	.	99
(27) O=C(CSc1ccc(-c2cccc([N+](=O)[O-])c2)nn1)N1CCCC1
    99	117	0	7	0	-4	-9	1.0	105
(28) CC(=O)c1ccc(NC(=O)COC(=O)/C=C/c2cccs2)cc1
    95	104	0	-6	.	.	-2	.	91
(29) CC(C(=O)NCC1CCCCC1)N1CCN(S(=O)(=O)/C=C/c2ccccc2)CC1 (centres undefined)
    97	95	3	40	1	1	0	-1.0	93
(30) O=C(NC(=S)Nc1ccccc1N1CCCC1)c1cccc(F)c1
    88	97	39	1	3	19	0	-3.1	101

# Individual results from above:
# Reading of O=C(NCCc1ccccc1)c1ccc(CS(=O)(=O)c2ccc(Br)cc2)o1 under GRK2 aptamer HTS: 0
# Reading of CSc1nc(C2CC2)cc(-c2cccs2)c1C#N under VLA-4 inh: 3
# Reading of Cc1cccc(C)c1NC(=O)C1CC(=O)N(C(C)C)C1 (centres undefined) under CIT2 TOR yeast: 95
# Reading of CC(C(=O)NCC1CCCCC1)N1CCN(S(=O)(=O)/C=C/c2ccccc2)CC1 (centres undefined) under VLA-4 inh: 40
# Reading of CCOc1ccc(/C=N/n2cnnc2)cc1 under MCL1-BIM inh: 1

# The results go on.
# Second line of a record: AGP1-GFP MLPCN	CR mimetic SO	GRK2 aptamer HTS	VLA-4 inh	Bcl-xL primary	MCL1-BIM inh	GLD-1 TGE inh	MEX-5 binding	CIT2 TOR yeast
(31) CC1(C)Cc2ccccc2C(CSc2ccccc2C(=O)O)=N1
    93	88	6	-8	8	-1	0	0.4	94
(32) COc1ccc2sc(N(CCCN(C)C)C(=O)c3ccc(S(=O)(=O)N(C)C4CCCCC4)cc3)nc2c1
    118	101	0	12	-1	0	-4	-1.5	105
(33) CSCC[C@H](Nc1ncnc2sc(C)c(C)c12)C(=O)O
    112	93	0	-8	-2	-5	-3	-1.4	108
(34) CC1(C(=O)O)CCC(C(=O)Nc2ccc3ccccc3c2)C1(C)C (centres undefined)
    100	102	3	0	0	1	6	-0.3	95
(35) CCn1cc(C(=O)OCC(=O)c2cc(C)n(-c3cccc(C(F)(F)F)c3)c2C)c(=O)c2ccc(C)nc21
    102	84	5	-7	0	-6	2	-0.5	102
(36) CCOC(=O)C1CCCN(C(=O)c2ccc(OC)c([N+](=O)[O-])c2)C1 (centres undefined)
    91	95	0	-6	0	1	0	.	98
(37) C/C(=N\Nc1ccc([N+](=O)[O-])cc1)c1ccc(N2CCOCC2)cc1
    109	84	3	-1	-34	-68	-14	-1.2	111
(38) Fc1ccccc1-c1nnc2ccc3ccccc3n12
    89	98	.	-3	1	-1	6	4.3	112
(39) COc1ccc(/C=C/C(=O)OCn2c(SC)nnc(C)c2=O)cc1OC
    105	96	0	4	5	3	4	1.4	111
(40) CCN(CC)Cc1nc2sc(C)c(C)c2c(=O)[nH]1
    113	93	0	14	1	-4	-3	-2.0	102
(41) CCOC(=O)C1CCN(C2=C(NS(=O)(=O)c3ccc(Cl)cc3)C(=O)c3ccccc3C2=O)CC1
    102	179	2	6	5	3	-2	0.5	90
(42) NC(=O)c1cnn2c1NC(c1ccc(F)cc1)CC2C(F)(F)F (centres undefined)
    105	98	0	9	5	3	5	1.0	104
(43) C#CCNC(=O)C1=C[C@@H](c2coc3ccccc3c2=O)C[C@@H](OCCCCO)O1
    .	.	.	.	2	1	2	0.9	.
(44) Cc1nc(Cl)c(Cl)n1CCOc1ccccc1
    104	90	0	9	4	0	-4	0.8	90
(45) COc1cccc(CNC(=O)CCS(=O)(=O)c2ccc3c(c2)NC(=O)C(C)S3)c1 (centres undefined)
    102	86	20	2	6	0	8	2.8	95

46: COC(=O)c1[nH]c2cccc(OC)c2c1NC(=O)CN1CCN(c2cccc(OC)c2)C(C)C1 (centres undefined)
47: Cc1ccc(C(=O)Nc2cc(C(F)(F)F)ccc2-n2cncn2)o1
48: Brc1cccc(OCCN2CCOCC2)c1
49: O=C(Cn1cc(C(F)(F)F)ccc1=O)N/N=C/c1ccccc1O
50: O=C(Cc1csc(N2CCOCC2)n1)N/N=C/c1cccc(O)c1
51: O=C(NCc1cc([N+](=O)[O-])ccc1O)c1cccnc1Sc1ccccc1

assay / compound	46	47	48	49	50	51
AGP1-GFP MLPCN	109	97	104	98	100	104
CR mimetic SO	97	104	107	100	113	111
GRK2 aptamer HTS	3	1	1	18	0	0
VLA-4 inh	8	0	10	4	-1	-6
Bcl-xL primary	4	-1	2	4	2	5
MCL1-BIM inh	0	-4	7	8	12	-5
GLD-1 TGE inh	4	-3	5	5	7	-9
MEX-5 binding	0.9	.	0.2	-1.2	0.3	-0.8
CIT2 TOR yeast	93	95	99	92	107	105

# Quoted at random: 3 entries already listed, in no set order.
49: O=C(Cn1cc(C(F)(F)F)ccc1=O)N/N=C/c1ccccc1O
50: O=C(Cc1csc(N2CCOCC2)n1)N/N=C/c1cccc(O)c1
48: Brc1cccc(OCCN2CCOCC2)c1

assay / compound	49	50	48
AGP1-GFP MLPCN	98	100	104
CR mimetic SO	100	113	107
GRK2 aptamer HTS	18	0	1
VLA-4 inh	4	-1	10
Bcl-xL primary	4	2	2
MCL1-BIM inh	8	12	7
GLD-1 TGE inh	5	7	5
MEX-5 binding	-1.2	0.3	0.2
CIT2 TOR yeast	92	107	99

# Next records follow.
52: CC1CCC2(CC1)NC(=O)N(CC(=O)Nc1ccc3[nH]c(=O)[nH]c3c1)C2=O (centres undefined)
53: Cc1ccc2oc(=O)c3cnn(CC(=O)N(CCC(C)C)Cc4ccco4)c3c2c1
54: CCCc1nnc(SCC(=O)N2CCCCC2C)n1CCOC (centres undefined)
55: CC(=O)Nc1c(N)c2ccccc2oc1=O
56: COc1cc(/C=C2\C(=N)N3N=C(S(C)(=O)=O)SC3=NC2=O)ccc1OC(=O)c1cccs1
57: O=C1CCc2cc(NS(=O)(=O)c3ccccc3)cc3c2N1CC3

assay / compound	52	53	54	55	56	57
AGP1-GFP MLPCN	106	102	100	104	100	110
CR mimetic SO	97	98	90	80	134	98
GRK2 aptamer HTS	1	3	1	0	2	1
VLA-4 inh	5	13	0	12	18	10
Bcl-xL primary	3	-1	5	10	4	3
MCL1-BIM inh	0	-2	1	6	6	-6
GLD-1 TGE inh	5	4	-2	0	-2	3
MEX-5 binding	-1.0	-2.0	-1.7	1.7	-0.4	-1.0
CIT2 TOR yeast	92	91	98	98	99	111

58: Cc1ccc(NC(=O)c2ccc3c(c2)S(=O)(=O)c2ccccc2C3=O)cc1S(=O)(=O)N1CCOCC1
59: COc1cccc2cc(-c3nc4ccccc4[nH]3)c(=O)oc12
60: Cn1c(Nc2ccccc2)nc2ccccc21
61: COc1ccc(NC(C)=O)cc1NC(C)C(=O)Nc1ccc(F)c(F)c1F (centres undefined)
62: CCCc1cc(Nc2ccccc2C)n2ncnc2n1
63: c1coc(CNCC2OCCc3ccccc32)c1 (centres undefined)
64: Cc1ccc(C(=O)N/C(=C\c2ccc(-c3ccccc3[N+](=O)[O-])o2)C(=O)NCCN(C)C)cc1

assay / compound	58	59	60	61	62	63	64
AGP1-GFP MLPCN	104	88	102	102	99	96	99
CR mimetic SO	103	88	106	95	101	86	96
GRK2 aptamer HTS	5	0	0	0	1	0	0
VLA-4 inh	-14	5	-2	1	14	-12	0
Bcl-xL primary	2	0	6	3	5	4	56*
MCL1-BIM inh	-2	-10	14	-4	7	3	66*
GLD-1 TGE inh	7	-1	7	7	6	4	23
MEX-5 binding	-0.2	0.8	0.0	0.3	0.9	-0.4	-10
CIT2 TOR yeast	104	92	109	98	104	96	94

# High-throughput results as filed in PubChem BioAssay.
